A3A deaminase = inhibitors of human APOBEC3A DNA deaminase. P31941. recombinant A3A, FAM/TAMRA ssDNA deamination fluorescence. inhibition, % at 20 µM. hit rate 0.41% among 330,000. AID 493011;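 active = at least 40% inhibition at 20 µM here, with at most 30% in a related deaminase screen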;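 note: plate controls were A3A with DMSO for no effect and wells lacking A3A enzyme for full effect; some results filed as inactive read as strong as hits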
mIAP activ = increases mouse intestinal alkaline phosphatase activity | muIAP, CDP-Star luminescence, 30 min; active compounds read high; 1 = vehicle-only enzyme signal, 0 = enzyme-free wells | activation factor at 10 µM | hit rate 0.24% among 330,000 | AID 2805;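 active = activation factor of at least 2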; note: the source names both 10 and 20 µM as test concentration; values of inactives mirror those of a sister screen read the other way
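Assay system: mouse IAP enzyme; reagent: chemiluminescent substrate CDP-Star; dosing: test compounds delivered from DMSO solution; schedule: 30 min at room temperature; measured by: luminescence from enzymatic CDP-Star hydrolysis; controls: DMSO-only wells and no-enzyme negative control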
hIAP inh = human IAP inhibition; hit rate 0.12% among 330,000; purified IAP, CDP-Star luminescence, 30 min; P09923; inhibition, % at 10 µM;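 active = inhibition reaching a set limit with compound at 10 µM in the primary screen, cut at about 35% in these data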;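 note: plate controls were DMSO wells with enzyme for no effect and no-enzyme buffer wells for full effect; values of inactives mirror those of a sister screen read the other way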
Target sequence (P09923 whole entry, looked up): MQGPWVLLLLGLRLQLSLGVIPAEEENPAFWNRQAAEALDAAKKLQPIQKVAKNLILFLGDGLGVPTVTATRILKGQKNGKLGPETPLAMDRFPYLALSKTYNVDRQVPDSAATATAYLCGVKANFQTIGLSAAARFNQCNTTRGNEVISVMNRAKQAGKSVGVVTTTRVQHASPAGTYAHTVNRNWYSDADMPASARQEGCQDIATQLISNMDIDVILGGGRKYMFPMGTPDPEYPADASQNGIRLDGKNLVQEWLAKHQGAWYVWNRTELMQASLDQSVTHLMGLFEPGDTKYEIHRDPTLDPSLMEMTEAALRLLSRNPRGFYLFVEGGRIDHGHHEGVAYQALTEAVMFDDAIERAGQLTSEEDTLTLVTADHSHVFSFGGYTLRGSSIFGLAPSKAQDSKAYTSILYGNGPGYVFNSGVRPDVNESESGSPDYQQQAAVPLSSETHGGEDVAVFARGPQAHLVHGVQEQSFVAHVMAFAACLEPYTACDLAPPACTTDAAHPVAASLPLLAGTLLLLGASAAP
MIN6 prolif = inducers of beta-cell replication in MIN6 cells; MIN6 cells proliferation, ATPlite luminescence, 48 h; cells starved in 0.2% serum; 100% = growth in 10% serum; proliferation, % at 10 µM; hit rate 0.29% among 330,000; AID 2380;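 active = compounds whose signal lies at least 3.5 SD above the mean of all wells on their plate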;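 note: 0% = DMSO-treated cells in low-serum medium and 100% = 10% serum control; some compounds called inactive have numbers as strong as hits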
ATG4B inhibitor = ATG4B (human) cysteine protease inhibition. Q9Y4P1. ATG4B cleavage of LC3-PLA2, NBD-HPC fluorescence, 1 h. inhibition, % at 8.33 µM. hit rate 0.51% among 340,000. AID 504462; in the data active = inhibition above about 40%
mIAP block = blocks mouse intestinal alkaline phosphatase. purified mouse IAP, CDP-Star luminescence, 30 min. AID 2806. hit rate 0.2% among 330,000. inhibition, % at 10 µM;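 active = inhibition of at least 40% at 10 µM in the primary screen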;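 note: plate controls were DMSO with enzyme for no effect and no enzyme wells for full effect; values of inactives mirror those of a sister screen read the other way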
MPTP block = blocks calcium-induced mitochondrial swelling. isolated mouse mitochondria, Ca2+ swelling absorbance, 30 min. inhibition, % at 10 µM. hit rate 1.4% among 360,000;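 active = inhibition of 50% or more, scaled per plate between neutral and stimulator controls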;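 note: 0% = DMSO wells given calcium and 100% = 1 mM EGTA wells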
APOBEC3G inh = blocks human APOBEC3G single-stranded DNA deamination; recombinant A3G, ssDNA deamination FAM/TAMRA fluorescence; inhibition, % at 20 µM; hit rate 0.28% among 330,000; AID 493012;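 active = inhibition of at least 40% at 20 µM, with no more than 30% in the related APOBEC3A deaminase screen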;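 note: plate controls were DMSO wells with A3G for no effect and wells lacking A3G enzyme for full effect; some compounds called inactive have numbers as strong as hits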
Target sequence (Q9HC16 whole entry, looked up): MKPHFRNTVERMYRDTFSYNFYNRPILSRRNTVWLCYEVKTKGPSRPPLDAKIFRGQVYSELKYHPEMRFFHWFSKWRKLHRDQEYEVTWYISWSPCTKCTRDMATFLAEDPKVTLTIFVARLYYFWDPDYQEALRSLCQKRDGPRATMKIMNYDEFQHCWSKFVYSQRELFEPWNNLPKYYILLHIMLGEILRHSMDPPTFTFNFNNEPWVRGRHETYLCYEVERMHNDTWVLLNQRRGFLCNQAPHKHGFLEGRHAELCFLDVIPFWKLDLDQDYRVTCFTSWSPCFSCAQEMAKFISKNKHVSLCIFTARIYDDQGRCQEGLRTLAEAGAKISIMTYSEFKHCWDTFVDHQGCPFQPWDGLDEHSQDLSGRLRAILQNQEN
hIAP activ = human IAP activation | P09923 | hit rate 0.16% among 330,000 | AID 2524 | activation factor at 10 µM | purified human IAP, CDP-Star luminescence, 30 min; active compounds read high; 1 = vehicle-only enzyme, 0 = enzyme-free background;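 active = activation factor of the enzyme at least 2-fold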; note: the source names both 10 and 20 µM as test concentration; values of inactives mirror those of a sister screen read the other way
* hit, by the source's call; / = no result given.

Values run as follows: MIN6 prolif | APOBEC3G inh | hIAP inh | mIAP block | MPTP block | ATG4B inhibitor | hIAP activ | mIAP activ | A3A deaminase
COc1ccc(-n2c(COc3ccc(Cl)cc3)nnc2SCc2ccc(C#N)cc2)cc1
    -5 | -2 | 11 | 1 | -2.1 | -3 | 0.89 | 0.99 | 2
CS(=O)(=O)N(CC(=O)Nc1cccc(Cl)c1Cl)c1ccccc1
    -2 | -6 | 8 | 4 | 2.2 | 2 | 0.92 | 0.96 | -1
Cc1cccc(-n2c(N)cc(=O)nc2SCC(=O)Nc2ccccc2)c1
    -3 | -7 | -2 | 2 | -1.7 | 1 | 1 | 0.98 | -5
CCOc1ccc(NC(=O)COC(=O)c2ccc(S(=O)(=O)N3CCOCC3)cc2)cc1
    -4 | -9 | -3 | -9 | -1.1 | -8 | 1 | 1.1 | -2
O=C(Nc1cc(S(=O)(=O)N2CCOCC2)ccc1N1CCCC1)C1CC1
    -2 | -5 | -7 | 7 | -1.1 | -4 | 1.1 | 0.93 | -1
O=C(Nc1nonc1-c1ccc(F)cc1)c1ccco1
    -2 | -8 | 18 | 8 | -1.4 | 6 | 0.82 | 0.92 | -7
COc1cccc(NC(=O)CN2CCN(CC(=O)Nc3ccccc3Cl)CC2)c1
    -3 | -1 | 6 | 2 | 0.0 | -9 | 0.94 | 0.98 | -1
CCOC(=O)c1cnc2ncnn2c1N
    0 | -10 | -1 | -5 | -0.3 | -5 | 1 | 1 | -1
CCCCNC(=O)N1CCN(c2ccnc3cc(Cl)ccc23)CC1
    1 | -1 | -2 | 2 | 0.4 | -3 | 1 | 0.98 | 2
O=C(CCCN1C(=O)/C(=C/c2cccs2)SC1=S)Nc1ccc(C(=O)O)cc1
    -3 | -5 | 2 | 5 | -2.2 | 13 | 0.98 | 0.95 | -1
COc1ccc(Cc2nnc(NC(=O)c3cc(OC)c(OC)c(OC)c3)s2)cc1OC
    -1 | -3 | 8 | 1 | 1.0 | 0 | 0.92 | 0.99 | 7
O=C(NC1CCCCC1)C(c1ccccn1)N(C(=O)c1csnn1)c1ccccc1 (stereo not given)
    4 | -8 | 0 | -2 | -0.6 | -8 | 1 | 1 | -4
CCCOc1ccc(CCC(=O)O)cc1
    -2 | -6 | 6 | 3 | -0.5 | -3 | 0.94 | 0.97 | 0
Cc1ccc(OCCSc2cc(C)nc(N)n2)cc1
    1 | -4 | 8 | -1 | -0.2 | -5 | 0.92 | 1 | 1
COC(=O)CCC(=O)N1CCCC(CO)(Cc2ccccc2)C1 (stereo not given)
    -2 | -6 | -12 | -4 | 0.9 | -10 | 1.1 | 1 | -4
COc1ccc(NC(=O)CN2C(=O)CSC(C)C2=O)cc1 (stereo not given)
    2 | -2 | -13 | -5 | -2.3 | -4 | 1.1 | 1.1 | 1
CCN(CC)c1ccc(/C=N/Nc2nc(C)cc(C)n2)cc1
    0 | -6 | 10 | 6 | -0.5 | -8 | 0.9 | 0.94 | -5
COc1ccccc1NC(=O)NNC(=O)COc1ccc2ccccc2c1
    6 | -6 | -26 | 2 | 1.1 | -9 | 1.3 | 0.98 | -2
O=C(NCc1ccccc1)C(c1ccc(F)cc1)N(Cc1ccco1)C(=O)c1ccccn1 (stereo not given)
    -1 | 2 | -27 | -1 | -1.8 | 3 | 1.3 | 1 | 4
N#Cc1ccc(C(=O)CSc2n[nH]c(=O)n2Cc2ccco2)cc1
    0 | 3 | -8 | 9 | 2.5 | 1 | 1.1 | 0.91 | -1
CC(C)NC(=O)COc1ccc(Cl)cc1Cl
    -2 | -7 | -2 | 10 | 3.4 | -5 | 1 | 0.9 | -3
O=C(NCCN1CCCCCC1)C1CCC(CNS(=O)(=O)c2cccc3cccnc23)CC1 (stereo not given)
    2 | -5 | 7 | -4 | -0.9 | -16 | 0.93 | 1 | -1
COc1ccc(CCNc2nc(-c3cccnc3)cs2)cc1OC
    -2 | -7 | -23 | 1 | 4.8 | -6 | 1.2 | 0.99 | 3
CCCC(=O)C1=C(O)C(C(=O)OC)C(C)(C)CC1=NCCCCCC(=O)O (stereo not given)
    -4 | -1 | -4 | 0 | 1.6 | -6 | 1 | 1 | -5
CC(Oc1ccccc1F)C(=O)NC1CCS(=O)(=O)C1 (stereo not given)
    -2 | 1 | -2 | 3 | 0.6 | -2 | 1 | 0.97 | 3
CCCC(=O)NNC(=O)c1c(O)c2ccccc2[nH]c1=O
    -3 | -3 | -22 | 13 | -1.6 | -4 | 1.2 | 0.87 | 2
O=C(NC1CC1)C1=C[C@@H](c2ccc(C(F)(F)F)cc2)C[C@@H](OCCCCO)O1
    -5 | -8 | 8 | 3 | -1.0 | -20 | 0.92 | 0.97 | -4
COc1ccc(S(=O)(=O)N(CC(=O)NC2CC2)Cc2ccccc2)cc1
    1 | 3 | -4 | 2 | -1.2 | 0 | 1 | 0.98 | 3
S=c1[nH]nc(COc2ccccc2)n1/N=C/c1ccc(Br)s1
    -4 | 8 | -1 | 22 | 8.4 | 3 | 1 | 0.78 | 2
O=C(COC(=O)C1CCN(S(=O)(=O)c2cccs2)CC1)c1ccc2c(c1)OCCO2
    0 | -2 | 0 | -2 | -0.6 | 8 | 1 | 1 | -3

(cont.)
Values run as follows: MIN6 prolif | APOBEC3G inh | hIAP inh | mIAP block | MPTP block | ATG4B inhibitor | hIAP activ | mIAP activ | A3A deaminase
CCOc1ccc(NS(=O)(=O)c2cc(C(=O)NCCCN3CCCC3=O)ccc2C)cc1
    -4 | -2 | -17 | -2 | -0.8 | 5 | 1.2 | 1 | 1
Clc1cccc(Cl)c1Cn1cc(Br)cn1
    0 | 5 | 17 | -2 | -1.8 | 13 | 0.83 | 1 | -1
CCN(CC)S(=O)(=O)c1ccc(Cl)c(C(=O)Nc2cc(C)nn2-c2ccccc2C(F)(F)F)c1
    -1 | -9 | -1 | -1 | / | / | 1 | 1 | -6
O=C(NCCc1cccc(Cl)c1)c1ccc2c(c1)OCO2
    -7 | -4 | 3 | 4 | 0.5 | -1 | 0.97 | 0.96 | 0
CCOC(=O)C(C)S(=O)(=O)c1ccc(C(F)(F)F)cn1 (stereo not given)
    4 | -3 | -14 | -8 | -0.6 | 2 | 1.1 | 1.1 | -2
Cc1cc(S(=O)(=O)N2CCCC(N3CCOCC3)C2)c(C)cc1Cl (stereo not given)
    -4 | 2 | -6 | 1 | -0.9 | -6 | 1.1 | 0.99 | -1
CC(C)=CCc1c(O)cc2oc3c(CC=C(C)C)c(O)c(O)c(CC=C(C)C)c3c(=O)c2c1O
    -6 | -3 | -3 | 31 | 92* | 19 | 1 | 0.69 | -1
CCOC(=O)c1c(-c2ccc(Cl)cc2)csc1NC(=O)CNCc1ccco1
    -6 | -3 | -20 | 0 | 6.0 | -4 | 1.2 | 1 | 0
N#Cc1ccccc1NC(=O)CN1CCOCC1
    -3 | 1 | -12 | 0 | 1.0 | 0 | 1.1 | 1 | 1
O=C(c1cnn(-c2nc3ccccc3s2)c1)c1ccccc1O
    -1 | -1 | 0 | 1 | 1.8 | 18 | 1 | 0.99 | -1
COc1ccccc1N1CCN(C(=O)CSc2nnc(-c3ccoc3C)o2)CC1
    0 | -4 | 16 | 9 | 0.2 | -12 | 0.84 | 0.91 | -2
CC(OC(=O)Cc1coc2cc3c(cc12)CCC3)C(=O)NC(N)=O (stereo not given)
    -3 | -8 | -10 | 5 | -0.4 | 3 | 1.1 | 0.95 | 1
O=C(COC(=O)C1(c2ccc(F)cc2)CCCC1)N1CCc2ccccc21
    -3 | 2 | -3 | 0 | 0.6 | 6 | 1 | 1 | 8
Cc1cc(Br)ccc1OCCCCNC(C)(C)C
    -3 | -4 | 20 | -3 | 5.8 | 0 | 0.8 | 1 | -3
O=C1c2ccccc2N2C(=O)c3ccccc3C2N1Cc1ccccc1 (stereo not given)
    4 | -7 | 6 | 7 | 4.2 | 25 | 0.94 | 0.93 | 3
CCCSc1nc(N)c2c3c(sc2n1)CN(C)CC3
    -2 | -4 | -6 | 10 | -17 | 5 | 1.1 | 0.9 | -5
Cc1cccc2c(=O)c(C(=O)N3CCCCCC3)c[nH]c12
    -2 | 2 | -7 | 1 | -3.2 | 6 | 1.1 | 0.99 | 1
CN(C(=O)COC(=O)COc1ccccc1Cc1ccccc1)c1ccccc1
    -5 | -5 | -12 | -3 | 1.2 | 0 | 1.1 | 1 | 2
Cc1ccc2c(c1)C1C[N+](C)(CC(=O)c3ccccc3)CCC1N2C(=O)c1ccccc1Cl (stereo not given)
    3 | -7 | -10 | 6 | -1.0 | -2 | 1.1 | 0.94 | -4
Nc1c(C(=O)O)cnn1-c1ccccc1
    -3 | -6 | 5 | 5 | -0.9 | -6 | 0.95 | 0.95 | -5
COc1ccc(-c2oc(=O)c3cc(OC)c(OC)cc3c2/C=C/c2ccc(OC(C)=O)cc2)cc1
    -5 | -4 | 7 | 4 | 0.7 | -3 | 0.93 | 0.96 | 0
O=C1NC2(CCCCC2)CO1
    -2 | -14 | -22 | -2 | -0.9 | 1 | 1.2 | 1 | -8
CNC(=S)NNC(=O)c1ccc(=O)n(Cc2cccc(C(F)(F)F)c2)c1
    -2 | -1 | -34 | -2 | 0.9 | -5 | 1.3 | 1 | 2
COC(=O)Nc1ccc(S(=O)(=O)N2CCN(C)CC2)cc1
    2 | -8 | -1 | 0 | -0.8 | 7 | 1 | 1 | -2
Clc1ccc(-c2ccn[nH]2)cc1
    2 | -8 | 10 | 6 | -1.2 | -7 | 0.9 | 0.94 | 1
O=C(c1cc2cc(Cl)ccc2[nH]1)N1CCN(Cc2ccc3c(c2)OCO3)CC1
    -7 | -1 | -2 | -5 | 0.0 | 9 | 1 | 1.1 | -6
Cc1ccc(OCC(=O)N(C)CC(=O)N(CC(C)C)c2c(N)n(CC(C)C)c(=O)[nH]c2=O)c(C)c1
    -1 | -2 | -13 | 2 | -3.0 | -11 | 1.1 | 0.98 | 1
C=CC[N+](C)(C)CC(=O)OCc1ccccc1
    1 | 1 | -7 | 5 | 0.4 | -5 | 1.1 | 0.95 | -1
CCCCOc1ccc(CSc2nc(C)[nH]c2[N+](=O)[O-])cc1[N+](=O)[O-]
    -4 | -3 | 14 | 12 | 56* | 4 | 0.86 | 0.88 | -5
O=C(CC(NC(=O)c1ccccc1)c1ccccc1)Nc1cccc2ccccc12 (stereo not given)
    1 | -11 | -6 | -86 | 1.7 | -8 | 1.1 | 1.9 | -2

Next section:
Values run as follows: MIN6 prolif | APOBEC3G inh | hIAP inh | mIAP block | MPTP block | ATG4B inhibitor | hIAP activ | mIAP activ | A3A deaminase
COc1ccc(NC(C)=O)cc1S(=O)(=O)N1CCN(Cc2cccs2)CC1
    -1 | -6 | 6 | 0 | -0.5 | 4 | 0.94 | 1 | 4
O=C1c2ccccc2OCOc2ccccc21
    -4 | 3 | 3 | 9 | 0.3 | 6 | 0.97 | 0.91 | 2
O=[N+]([O-])c1ccc2nc(-c3ccccc3[N+](=O)[O-])[nH]c2c1
    -2 | -6 | -21 | 9 | 16 | 0 | 1.2 | 0.91 | -1
CCN(CC)S(=O)(=O)c1ccc(N2CCCC2)c(NC(=O)c2ccc([N+](=O)[O-])o2)c1
    -6 | -5 | 5 | 3 | 1.1 | -3 | 0.95 | 0.97 | -4
Cc1cc(C)n(-c2nc(NCCCN(C)C)c3c4c(sc3n2)COC(C)(C)C4)n1
    -5 | -7 | 10 | -11 | -2.0 | -2 | 0.9 | 1.1 | -4

High-throughput results (PubChem)
